# From PubChem BioAssay
# M1AAP inhibition: malaria alanyl aminopeptidase activity blockers – biochemical, fluorogenic H-Leu-NHMec substrate, 1536-well (AID 1445). 220,000 tested, 0.42% active. recombinant M1AAP, H-Leu-NHMec fluorogenic kinetic assay; higher % means a stronger effect. inhibition, % at 30 µM; hits with a dose series show IC50 in µM;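 active means primary inhibition above the hit cutoff, then over 50% inhibition at one or more dose response concentrations, cut at about 23% in these data, passing the limit was not always enough; inconclusive means conflicting primary data, or primary hits not chosen for dose response; inactive means low primary inhibition, or under 50% at every dose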;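 further: plate controls were DMSO full reaction for no effect and no enzyme background for full effect; strong numbers were not always called active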
# AID2073: disruptors of CaV2.2 binding to Mint1 – biochemical, HTRF (AID 2073) | HTRF protein-protein interaction, Mint1-CaV2.2; higher % means a stronger effect | inhibition, % at 20 µM; hits with a dose series show IC50 in µM | 290,000 tested, 0.19% active; in the data active means inhibition mostly above about 51%, no sharp cut-off; inconclusive means no clear call, values can overlap the other calls; inactive means mostly below about 53%; further: some results filed as inactive read as strong as hits
# P. falciparum M17LAP: P. falciparum M17LAP inhibitors, primary screen, biochemical, fluorogenic H-Leu-NHMec substrate, 1536-well (AID 1619) | recombinant M17LAP, H-Leu-NHMec fluorogenic kinetic assay; higher % means a stronger effect | inhibition, % at 30 µM; hits with a dose series show IC50 in µM | 220,000 tested, 0.38% active;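 active means compound inhibiting the enzyme by more than half at any dose during confirmatory dose-response retesting; inconclusive means strong single-dose inhibitors picked by rank but not retested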;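 further: plate controls were full reaction with DMSO carrier for no effect and no enzyme background for full effect; strong numbers were not always called active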
# NOD1 NF-kB reporter: inhibition of NOD1-driven NF-kB reporter – cell-based, luminescence, uHTS, primary screen (AID 1578) | 290,000 tested, 1% active | inhibition, % at 4 µM, or EC50 in µM where a hit was titrated | NOD1-driven NF-kB luciferase reporter cells, luminescence; higher % means a stronger effect; in the data active means inhibition mostly above about 36%, no sharp cut-off; inactive means mostly below about 34%;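 further: HEK-293T reporter cells stimulated with the NOD1 agonist gamma-tri-DAP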
# KOR beta-arrestin-1: kappa opioid receptor activators – cell-based, luminescence, uHTS, primary screen (AID 1777); KOR beta-arrestin recruitment, luminescence; higher % means a stronger effect; activation, % at 10 µM, or EC50 in µM where a hit was titrated; 280,000 tested, 0.02% active; in the data active means activation above about 50%, passing the limit was not always enough; further: a part of the inactive calls stands beside numbers as strong as those of hits
# Dynein transport: dynein cargo transport inhibition; 3617.4 mouse cells, GR-EGFP nuclear translocation imaging; test concentration mostly 20 µM; stimulated with dexamethasone, 1 µM; active compounds read low; z-score, hits read low; 220,000 tested, 0.47% active; AID 1381;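 active means plate z-score of nuclear minus cytoplasmic receptor signal below a set negative limit, without overly bright fluorescence or cell loss, cut at about -3.5 in these data, passing the limit was not always enough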;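 further: z-score of nuclear minus cytoplasmic ring GR-EGFP intensity difference per well; some compounds called inactive have numbers as strong as hits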
#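 Buffer or medium – tet-free medium with charcoal-stripped serum · Signal – automated 10x imaging of fixed Hoechst-stained cells · Also added – dexamethasone agonist, 1.0 µM final, for 30 min · Incubation – induction 48 h, compound 1 h, agonist 30 min · Read-out – GR-EGFP nuclear translocation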
# KOR beta-arrestin-2: kappa opioid receptor blockers – cell-based, luminescence, uHTS (AID 1778); KOR beta-arrestin recruitment, luminescence, antagonist mode; higher % means a stronger effect; one-dose inhibition, % at 10 µM; IC50 in µM for titrated hits; 290,000 tested, 0.091% active; further: strong numbers were not always called active
# HEK293 NOD2/NF-kB: NOD2 signaling inhibitors, cell-based, luminescence, uHTS, HEK293 (AID 1566). HEK293 NOD2/NF-kB luciferase reporter, luminescence; higher % means a stronger effect. inhibition, % at 4 µM, or EC50 in µM where a hit was titrated. 290,000 tested, 0.63% active; further: many of its hits are not listed in these tables
# GPR55 activation: selective activators of receptor GPR55 – imaging, U2OS cells, beta-arrestin-GFP redistribution, primary screen (AID 1961); U2OS GPR55 beta-arrestin-GFP redistribution imaging; higher % means a stronger effect; one-dose activation, % at 10 µM; EC50 in µM for titrated hits; 290,000 tested, 0.048% active;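 active means activation above 40% with more than 50 cells counted in the well; inconclusive means wells holding fewer than 50 cells, flagged as toxic or sparse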;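 further: U2OS osteosarcoma cells stably expressing GPR55 and beta-arrestin-GFP; plate controls were DMSO negative control for no effect and LPI positive control for full effect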
# Dynein transport cytoplasmic EGFP: recorded beside Dynein transport, whose call it bears; z-score; measured here: cytoplasmic GR-EGFP intensity; active compounds read high
# Dynein transport nuclear GR-EGFP: further read-out of Dynein transport, marked with its call; z-score; measured here: nuclear GR-EGFP intensity;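 lower value marks the stronger effect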
# Dynein transport cell count: also measured in Dynein transport; calls as there; z-score; measured here: cell count per field
# * hit, by the source's call; ? = inconclusive; / = no result given; [ ] = dose if it differs, or a comment. Unless noted, no stated cut-off is given here; in the data, active means inhibition above about 50%; inactive means the rest. This is a subset; the hit share may differ from the screen's.
SMILES	M1AAP inhibition	AID2073	P. falciparum M17LAP	NOD1 NF-kB reporter	KOR beta-arrestin-1	Dynein transport	Dynein transport cytoplasmic EGFP	Dynein transport nuclear GR-EGFP	Dynein transport cell count	KOR beta-arrestin-2	HEK293 NOD2/NF-kB	GPR55 activation
O=C(Nc1ccccc1C(=O)N1CCCCCC1)c1cccc([N+](=O)[O-])c1	/	11%	/	40%	6.7%	/	/	/	/	-11%	23%	-0.1%
CC(C)N(Cc1nc(-c2ccccc2)no1)C(=O)CSc1ccccc1	6%	-6%	7%	-33%	3.8%	1	-0.21	0.47	-1	4%	11%	0.2%
CN(c1ccc(C(=O)NCc2cccs2)cc1)S(=O)(=O)c1ccccc1	-2%	6%	-1%	-22%	-3.1%	1.5	-0.1	1.1	-1.8	22%	13%	-0.2%
CC(=O)c1c(C)[nH]c(C(=O)Nc2ccccc2N2CCOCC2)c1C	2%	4%	1%	-41%	-3.1%	-0.38	1.4	0.024	-0.52	13%	9%	0.2%
CCOC(=O)C1=C(N)OC2=C(C(=O)CC(C)(C)C2)C1c1ccoc1 (centres undefined)	6%	1%	10%	-10%	-4.0%	-0.89	-0.23	-0.63	0.33	-55%	2%	-0.2%
COc1ccc(/C=C/C(=O)Nc2ccncc2)cc1OC	11%	9%	-28%	-11%	/	-0.64	-0.16	-0.34	-0.87	-17%[20 µM]	-9%	-0.1%
O=C(O)CCC(=O)NCc1ccc(C(=O)O)cc1	7%	1%	1%	11%	-0.4%	-0.2	-0.29	0.08	0.38	-25%	-5%	-0.1%
O=S(=O)(c1cccc(-c2csc(-c3cccnc3)n2)c1)N1CCOCC1	2%	-11%	-3%	-5%	2.9%	-0.078	-0.24	0.54	-0.41	-9%	22%	-0.2%
N#CC1=C(N)Oc2n[nH]c(-c3cccs3)c2C1c1ccco1 (centres undefined)	11%	9%	51%	1%	1.8%	-0.34	-0.19	-0.35	-0.61	-16%	-2%	-0.1%
Cc1cc(C)nc(N/N=C/c2ccccc2OCc2ccc(Br)cc2)n1	1%	3%	5%	-32%	5.1%	0.41	-0.2	0.32	0.017	-19%	5%	0.0%
CN=c1scc(-c2ccc(OC)cc2)n1/N=C(\C)c1cccnc1	8%	8%	28%	-12%	-18%	-0.73	-0.2	-0.22	0.18	-33%	-15%	-0.7%
CC(NC(=O)c1cccs1)c1n[nH]c(=S)n1C (centres undefined)	-1%	8%	-11%	-26%	-0.8%	-0.5	-0.27	-0.18	-0.17	-33%	12%	0.9%
CC(=O)N1CCc2cc(S(=O)(=O)N3CCCCC3C)ccc21 (centres undefined)	/	8%	/	-15%	-4.7%	/	/	/	/	5%	6%	0.0%
CC(OC(=O)c1cccc([N+](=O)[O-])c1)C(=O)NCc1ccc2c(c1)OCO2 (centres undefined)	/	7%	/	-24%	3.3%	/	/	/	/	3%	15%	0.0%
Cc1ccc(-c2csc(NC(=S)NC(=O)c3ccco3)n2)cc1	2%	-4%	4%	-11%	-1.3%	-0.48	-0.25	0.33	0.14	2%	-6%	-0.2%
CC(Cc1cccs1)NC(=O)NC1CCCCC1 (centres undefined)	5%	9%	9%	-38%	3.7%	-0.24	-0.33	0.08	0.5	30%	-44%	0.8%
CN(C)CCCNC1=CC(=O)CC(c2ccccc2)C1 (centres undefined)	4%	17%	8%	5%	-0.3%	0.41	-0.2	0.36	0.9	2%	14%	0.1%
O=C(Nc1nccs1)c1cc(S(=O)(=O)N2CCOCC2)ccc1Cl	-1%	5%	4%	0%	-7.2%	/	/	/	/	10%	-1%	-0.1%
CCOc1ccc(-n2c(SCC(=O)c3c(N)n(C)c(=O)n(C)c3=O)nnc2-c2cccnc2)cc1	-2%	2%	-9%	-15%	-1.8%	-0.094	-0.31	-0.39	-0.25	8%	-5%	0.2%
COC(=O)c1ccccc1NC(=O)Cc1nc(-c2ccccc2)sc1-c1ccc(C)cc1	9%	-8%	1%	-8%	-2.6%	-0.78	0.73	0.16	0.94	-5%	-13%	-0.1%
Cc1cc(C(=O)O)ccc1NCc1ccncc1	/	7%	/	-26%	-5.4%	/	/	/	/	-38%[20 µM]	2%	-0.1%
Cc1ccc(C(=O)OCC(=O)Nc2ccccc2Sc2ccccc2)cc1C	2%	?	-10%	-14%	1.8%	-0.35	-0.14	-0.5	0.49	-5%	5%	-0.1%
CN(Cc1ccccc1)S(=O)(=O)c1cccc(C(=O)O)c1	0%	9%	-5%	-3%	-2.4%	-0.45	-0.23	-0.13	0.38	12%	20%	-0.3%
COc1cc(C)c(S(=O)(=O)Nc2ccccc2F)cc1C	-4%	0%	-2%	-6%	-4.5%	-0.35	-0.22	0.11	0.066	14%	19%	-0.1%
CC(=O)c1ccc(C(=O)NC2CCCN(Cc3ccc(Cl)cc3)C2)s1 (centres undefined)	/	6%	/	-7%	-0.7%	/	/	/	/	1%	5%	-0.1%
Cc1nnc(SCC(=O)N2CCN(c3ccccc3)CC2)n(N)c1=O	9%	-6%	10%	-18%	1.9%	-0.39	-0.29	-0.1	-0.072	-16%	5%	0.1%
COc1ccc(C2C3=C(CC(C)(C)CC3=O)N(CCN3CCOCC3)C3=C2C(=O)CC(C)(C)C3)cc1	0%	12%	2%	2%	2.6%	0.49	-0.21	0.26	0.24	20%	1%	0.3%
O=c1ccn(Cc2ccccc2)cc1	-2%	2%	-18%	-6%	-1.9%	0.82	-0.76	0.33	-0.41	16%	7%	-0.1%
O=C(CN1CCCCCC1)N1c2ccccc2C=Cc2ccccc21	6%	-3%	-8%	-11%	-1.7%	0.29	-0.27	0.1	0.23	4%	6%	0.0%
CCn1c(SCC(=O)Nc2ccc(N(C)C)cc2)nnc1C1CC1	/	-16%	/	-28%	-4.4%	/	/	/	/	-4%	-4%	-0.2%
OCCNc1nc(N2CCN(c3ccccc3)CC2)nc2ccccc12	/	-1%	/	-70%	1.8%	/	/	/	/	-6%	-7%	-0.2%
O=C(CN(c1cc(C(F)(F)F)ccc1Cl)S(=O)(=O)c1ccccc1)NCc1cccnc1	/	3%	/	-12%	-0.3%	/	/	/	/	29%	5%	0.3%
CC(c1nnc(SCC(=O)N2CC(=O)Nc3ccccc32)n1Cc1ccccc1)N(C)C (centres undefined)	2%	-5%	6%	-7%	0.6%	-0.43	-0.25	-0.23	0.94	-10%	0%	0.2%
O=C(N/N=C\c1ccc(F)cc1)c1ccc(Cn2cc(Br)c([N+](=O)[O-])n2)o1	12%	3%	-5%	-2%	-0.9%	0.26	-0.24	-0.16	0.33	6%	-25%	0.0%
O=c1c2ccccc2nc(-c2ccccc2)n1CCCN1CCOCC1	0%	12%	7%	-11%	2.9%	2.6	-0.15	2	-1.9	-38%	8%	0.5%
COc1cc(C(O)c2nc3ccccc3s2)cc(OC)c1OC (centres undefined)	1%	11%	-10%	10%	3.0%	0.086	-0.18	0.63	-1.2	21%	43%	0.0%
CCN(CC)S(=O)(=O)c1ccc(N2CCN(C)CC2)c(NC(=O)Nc2ccccc2F)c1	/	-3%	/	11%	-5.9%	/	/	/	/	5%	25%	0.7%
O=C(CSc1nnc(CNC(=O)c2cccc(C(F)(F)F)c2)o1)NCC1CCCO1 (centres undefined)	/	7%	/	-29%	0.9%	/	/	/	/	-20%	5%	0.3%
OCc1c[nH]c(=S)n1CCOc1cccc(C(F)(F)F)c1	/	-26%	/	-10%	-1.4%	/	/	/	/	21%	4%	0.5%
Fc1cccc(Nc2ncnc3sccc23)c1	/	14%	/	5%	1.1%	/	/	/	/	7%	-22%	-0.1%
CCOC(=O)N1CCN(C(=S)Nc2ccc3nc(N4CCN(CC)CC4)cc(C)c3c2)CC1	5%	-1%	-8%	-21%	1.1%	-0.16	-0.29	-0.34	0.35	18%	12%	0.3%
COc1ccc2[nH]cc(CCCN3C(=O)c4ccccc4C3=O)c2c1	-3%	2%	-20%	-13%	-1.7%	1.1	-0.033	0.87	-1	14%	0%	0.2%
CCN(CC)C(=O)/C=C/c1ccc(OC)c(S(=O)(=O)N2CCCCC2)c1	8%	-4%	12%	5%	-0.8%	-0.94	-0.24	-0.66	1.1	-10%	16%	-0.6%
CN1CCN(c2nc(-c3ccccc3)nc(-c3ccc(F)cc3)c2C#N)CC1	1%	-10%	5%	-38%	-1.9%	-0.88	0.32	-0.059	0.59	-7%	11%	-0.1%
CC(=O)N1CCN(c2ccc([N+](=O)[O-])cc2C#N)CC1	12%	8%	18%	-37%	-5.5%	0.6	-0.11	0.42	-0.62	14%	-2%	-0.2%
CCn1c(SCC(=O)Nc2ccc(N(C)C)cc2)nnc1-c1ccco1	/	-7%	/	-23%	-2.7%	/	/	/	/	-11%	12%	-0.2%
COc1ccccc1N1CCN(c2nc3ccccn3c(=O)c2C=O)CC1	10%	-15%	7%	-14%	-0.6%	0.16	-0.15	-0.22	-0.66	-14%	3%	0.1%
CCC(C)(C)NC(=O)Cc1ccccc1OC	-1%	0%	8%	-1%	-2.0%	-0.67	0.39	-0.24	1.3	-18%	3%	-0.1%
O=C(CSc1nc(-c2ccco2)cc(C(F)(F)F)n1)Nc1ccc(C(=O)N2CCOCC2)cc1	-1%	8%	13%	2%	-5.1%	-0.24	-0.3	-0.26	1.3	-25%	9%	0.1%
O=C(c1cccnc1)N1CCc2ccccc2C1	5%	-2%	9%	-1%	17%	-0.63	-0.33	-0.12	0.32	-4%	7%	-0.1%
COc1ccc2c([N+](=O)[O-])c(N3CCCC3)[nH]c2c1	/	-23%	/	-31%	-5.7%	/	/	/	/	-2%[20 µM]	7%	-0.1%
CCN(CC(=O)NCc1ccc(F)cc1)C(=O)/C=C/c1cccs1	9%	8%	9%	-26%	-2.9%	-0.0079	-0.3	-0.057	0.89	-8%	-4%	0.3%
